Bioassay records: PubChem, National Center for Advancing Translational Sciences (NCATS)
PKM2 activator – PKM2 (human) enzyme activation. actives 0.34% (n = 260,000). purified PKM2, Kinase-Glo ATP luminescence, activation; response scale: 0% is enzyme alone, no compound. Potency, µM (top dose mostly 57.5 µM), without a hit: top-dose activation, hits mostly activators. P14618; also: potency is read from the fitted curve at half-maximal effect; nearly all actives have a fitted effect of over 55% in size
Target sequence (P14618 whole entry, looked up): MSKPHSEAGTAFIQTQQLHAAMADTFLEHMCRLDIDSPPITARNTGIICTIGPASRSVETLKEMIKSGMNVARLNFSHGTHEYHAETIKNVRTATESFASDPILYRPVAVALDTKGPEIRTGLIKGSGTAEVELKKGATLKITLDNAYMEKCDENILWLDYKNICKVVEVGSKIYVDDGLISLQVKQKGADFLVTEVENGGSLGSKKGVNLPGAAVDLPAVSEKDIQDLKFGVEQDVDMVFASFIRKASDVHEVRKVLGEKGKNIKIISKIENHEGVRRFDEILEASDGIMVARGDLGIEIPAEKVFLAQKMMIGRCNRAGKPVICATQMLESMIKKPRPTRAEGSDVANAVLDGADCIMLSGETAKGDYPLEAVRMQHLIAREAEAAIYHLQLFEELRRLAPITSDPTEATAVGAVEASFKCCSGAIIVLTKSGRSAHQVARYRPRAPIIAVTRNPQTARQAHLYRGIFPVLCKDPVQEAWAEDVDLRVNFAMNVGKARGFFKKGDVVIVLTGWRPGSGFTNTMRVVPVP
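ATP formation by purified human PK-M2, quantified via coupled luciferase luminescence after 1 h at room temperature with 0.1 mM ADP and 0.5 mM PEP final.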
GALK inhibitor – inhibitors of human galactokinase. Purified GALK, Kinase-Glo residual ATP luminescence. Potency, µM (highest dose often 57.5 µM), for inactives: top-dose activity change, negative = inhibition, hits mostly inhibitors. actives 0.007% (n = 270,000). AID 1868; also: potency is read from the fitted curve at half-maximal effect
Target sequence (P51570 whole entry, looked up): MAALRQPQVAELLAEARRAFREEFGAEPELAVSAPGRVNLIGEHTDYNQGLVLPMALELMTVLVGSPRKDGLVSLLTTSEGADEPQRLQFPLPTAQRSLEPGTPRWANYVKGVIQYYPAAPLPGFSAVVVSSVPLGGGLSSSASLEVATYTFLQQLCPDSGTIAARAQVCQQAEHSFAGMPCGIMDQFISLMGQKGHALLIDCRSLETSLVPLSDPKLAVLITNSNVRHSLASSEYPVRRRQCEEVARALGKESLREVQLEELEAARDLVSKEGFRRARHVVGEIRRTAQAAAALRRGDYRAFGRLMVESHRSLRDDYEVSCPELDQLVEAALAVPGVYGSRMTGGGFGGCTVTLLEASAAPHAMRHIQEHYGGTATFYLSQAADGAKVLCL
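The enzyme phosphorylates galactose (100 uM) using ATP (35 uM); inhibition is detected as higher residual ATP, quantified by bioluminescence after 1 h reaction at room temperature, pH 8.0.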
KCNH2 3.1 inh – inhibitors of human KCNH2 3.1 potassium channel isoform | U2OS KCNH2 3.1, thallium flux FluxOr; stronger effect = lower value | activity change, % (tested at about 1.8 µM) | actives 0.95% (n = 340,000) | AID 720553;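 active = maximum activity change below -70%; inconclusive = maximum activity change from -70% to -50%; inactive = maximum activity change above -50%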;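 also: thallium influx rate constant from kinetic fluorescence after stimulation buffer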
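Thallium flux via FluxOr fluorescence (Red40 quencher, 45 min loading) in U2OS cells virally expressing the KCNH2 3.1 isoform (1.77 x 10^8 /mL virus, overnight at 37 C). Rate constants from 2-min kinetic reads post-stimulation, normalised to positive and negative controls.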
Eya2 phos inh – inhibitors of human Eya2 phosphatase activity. Potency, µM (titrated, usually from 76.9 µM), without a hit: at the top dose activity, negative = inhibition, usual class: inhibitors. actives 0.006% (n = 330,000). recombinant Eya2, OMFP fluorescence dephosphorylation (OMFP is methylfluorescein phosphate); also: potency is read from the fitted curve at half-maximal effect
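Eya2 (0.2 uM) preincubated 10 min at ambient with compound, then OMFP substrate added at 50 uM; 10 min reaction in 50 mM HEPES pH 7.5, 50 mM NaCl, 5 uM MgCl2, 0.05% BSA, 1 mM DTT. Fluorescence read at Ex 485/Em 525 nm.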
Coupling enz – counter-screen for Giardia aldolase inhibitors: coupling enzyme system | coupling enzyme system counterscreen, AmpLite Red fluorescence | activity change, negative = inhibition, % at 58.2 µM, hits read low | actives 0.67% (n = 290,000) | AID 2472; in the data active = activity change below about -30%
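Final compound at 57.5 uM, incubated 10 min at RT with coupling enzyme reagent (glyceraldehyde-3-phosphate), then 20 min with substrate and AmpLite Red detection. Fluorescence read at 525/598 nm; tests interference with the coupling assay, not aldolase inhibition.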
Giardia kill – Giardia lamblia killing; actives 0.15% (n = 340,000); Giardia lamblia trophozoite viability; activity change, % at 7.66 µM, hits read low; AID 540267; in the data active = activity change below about -80%; inconclusive = between about -30% and that limit;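 also: parasites exposed to compound for two days anaerobically before the ATP read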
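Killing of trophozoites was scored by loss of ATP luminescence after a 48 hrs anaerobic exposure to compounds at 37 deg C, using 100 cells per well.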
BCR signal inh – inhibitors of chronic active B-cell receptor signaling; ABC-DLBCL IkBa-CBG/CBR reporter, luminescence ratio, 4 h; Potency, µM (doses to about 46.1 µM), inactives show at the top dose ratio change, negative = lower green/red ratio, usual class: inhibitors; actives 0.05% (n = 340,000); AID 493014; active = well fitted inhibition curve with a large enough effect in the signal ratio, with a control signal flat, not every such curve was filed as active; inconclusive = small, poorly fitted or top-dose-only effect, or effect the other way, or a change in a side signal; the % refers to the signal ratio;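 also: potency is read from the fitted curve at half-maximal effect; plate controls were basal doxycycline-induced cells for no effect and cells given 10 µM MG132 for full effect; MG132 reads +100%, hits lower the ratio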
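Cell line TMD8 (human ABC DLBCL), stably expressing tet-inducible CBG68-IkBa fusion and CBR; IMDM/0.5% FBS; cpd up to 46 uM; dox induction, 4 h, 37C/5% CO2; dual luminescence; green/red ratio; MG132 control.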
B2AR arrestin – beta2AR (human) beta-arrestin recruitment activity | beta-arrestin recruitment to beta2AR, cell-based reporter | Potency, µM (series often up to 46.1 µM), for the others: at the top dose activation, actives largely listed as activators | actives 0.02% (n = 330,000);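 also: potency is read from the fitted curve at half-maximal effect; 0% = DMSO controls and full agonism = EC100 isoproterenol or metaproterenol; nearly all actives have a fitted effect of over 65% in size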
USP2a inh – blocks human ubiquitin-specific protease USP2a. O75604. USP2 core, Ub-CHOP2 coupled fluorogenic reporter, 485/531. Potency, µM (titrated, usually from 38.3 µM), for the others: at the highest dose activity change, negative = inhibition, usual class: inhibitors. actives 0.01% (n = 330,000). AID 463254;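 also: potency is read from the fitted curve at half-maximal effect; plate controls were DMSO wells for no effect and full inhibition by NEM control for full effect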
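USP2 core (10nM final) preincubated 30min RT with compound in 20mM Tris-HCl pH 8.0, 2mM CaCl2, 2mM beta-mercaptoethanol, 0.05% CHAPS; 25nM Ub-CHOP2 plus 25nM reporter substrate added, fluorescence (Ex485/Em531) read after 60min.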
uPA surface inh – cell surface uPA generation inhibition; actives 0.31% (n = 330,000); AID 540303; Potency, µM (doses to about 38.3 µM), without a hit: at the top dose activity change, negative = inhibition, hits mostly inhibitors; cell surface uPA generation assay, qHTS; active = well fitted inhibition curve with a large enough effect; inconclusive = small, poorly fitted or top-dose-only effect; inactive = no such curve, though single readings can be large or run the other way; tested in mouse RAW 264.7 cells; also: potency is read from the fitted curve at half-maximal effect; nearly all actives have a fitted effect of over 55% in size
hERG WT inh – inhibitors of human wildtype KCNH2 potassium channel; U2OS, BacMam KCNH2, thallium flux FluxOr; stronger effect = lower value; Q12809; activity change, % at 1.84 µM; AID 720551; actives 0.37% (n = 340,000);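 active = maximum activity change below -70%; inconclusive = maximum activity change between -70% and -50%; inactive = maximum activity change above -50%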
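U2OS cells transduced with wild-type KCNH2 virus are loaded with FluxOr dye for 45 min, and thallium flux is measured in kinetic reads before and after stimulation buffer. Rate constants are normalized to DMSO controls.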
Numbers without * were called inactive; ? = inconclusive; · = not tested or not shown; [ ] = dose if it differs, or a comment. Unless noted, calls follow the shape of the dose curve; as a rule, active = well fitted curve in the direction sought with a large enough effect; inconclusive = small, poorly fitted or top-dose-only effect, or another doubt; inactive = no such curve, though single readings can be large; an effect the other way counts as inactive or inconclusive. Unless noted, % is scaled to controls: 0 for no effect and ±100 for the full control effect.

SMILES	PKM2 activator	GALK inhibitor	KCNH2 3.1 inh	Eya2 phos inh	Coupling enz	Giardia kill	BCR signal inh	B2AR arrestin	USP2a inh	uPA surface inh	hERG WT inh
C/C(CC(=O)Nc1ccccc1Br)=N\NC(=O)C(=O)N1CCCC1	5%	1%	-12	-16%	4	2	3%	0.1%	-1%	3%	41
CCN(C[C@H]1N[C@@](CC)(C(=O)OC)[C@H]2C(=O)N(C)C(=O)[C@@H]12)C(=O)c1ccccc1	·	·	26	12%	·	-14	-1%	-0.9%	-1%	19%	-4
O=C(c1cc(-c2cccc(Cl)c2)nc2ccccc12)N1CCN(c2ccccn2)CC1	0%	-4%	·	-7%	0	-13	-6%	-0.7%	-5%	-5%	2
O=[N+]([O-])c1cccc(CN2C[C@@]34C=C[C@@H](C[C@@H]3S2(=O)=O)O4)c1	0%	·	5	1%	0	-10	-20%	-0.8%	4%	-12%	-15
CCOc1ccc(N(C)S(=O)(=O)c2cc(-c3cc(C)no3)ccc2OC)cc1	·	-1%	-8	-13%	-5	21	9%	0.3%	1%	?	28
O=C(Nc1ccc(Oc2cccc(C(F)(F)F)c2)nc1)c1ccccc1	-2%	0%	-24	2%	0	-8	5%	-1.0%	2%	3%	0
CC(=O)Nc1ccc(NC(=S)NC(=O)c2cc3ccccc3o2)cc1	4%	1%	-2	-1%	2	-1	0%	-0.7%	1%	1%	-5
Cc1cc(SCC(=O)N(C)C2CCS(=O)(=O)C2)nc2c(C)cccc12 (stereo unspecified)	1%	-2%	12	0%	5	2	2%	-0.2%	3%	1%	8
O=C(N/N=C1\CCCc2ccccc21)c1ccc([N+](=O)[O-])cc1Cl	3%	·	4	2%	1	-19	-2%	0.3%	0%	0%	-3
Cc1ccc(C2(c3ccc(C)cc3)CC2C(=O)NCc2cccnc2)cc1 (stereo unspecified)	-1%	0%	0	8%	4	41[activator]	-2%	-0.4%	-2%	6%	0
S=c1[nH]nc(-c2ccncc2)n1/N=C/C=C/c1ccccc1	-3%	-3%	-13	-3%	3	3	8%	0.2%	-1%	7%	-6
Cc1ccc2c(CN(C)Cc3ccc(OC(F)F)cc3)cc(=O)oc2c1C	·	-2%	-3	0%	-5	-3	12%	0.0%	4%	-4%	6
Cc1cccc(CN2CCN(CC(=O)O)C2=O)c1	2%	-1%	3	6%	26	6	7%	-1.2%	6%	13%	2
C=CCNC(=O)C1CCN(S(=O)(=O)c2cccs2)CC1	-5%	5%	-5	7%	·	13	-1%	-0.6%	-2%	2%	-3
OC(COCC1COc2ccccc2O1)CN1CCCCC1 (stereo unspecified)	-2%	-3%	10	-10%	-1	10	-4%	-0.1%	0%	-6%	12
O=C(N/N=C/c1ccco1)c1cccc(NC(=O)c2cccc(Cl)c2)c1	0%	-1%	9	2%	-2	-21	?	-0.1%	-1%	0%	2
CCC(C(=O)OCCN(CC)CC)c1ccccc1 (stereo unspecified)	0%	1%	7	0%	-2	-18	0%	0.2%	5%	22%	14
Cc1onc(-c2c(Cl)cccc2Cl)c1C(=O)NC(=S)N1CCOCC1	1%	3%	4	-6%	-10	?	-13%	6.7%	1%	-17%	1
Cc1cc(C(=O)CN2C(=O)C(=O)N(C3CCCC3)C2=O)c(C)n1-c1ccc(F)cc1	6%	-1%	-12	13%	7	8	?	4.5%	1%	7%	4
CS(=O)(=O)N(CC(=O)NCc1ccc2c(c1)OCO2)c1ccccc1	-1%	-3%	-7	-2%	-1	-3	5%	0.0%	-1%	4%	-5
C=CCN(c1ccccc1)S(=O)(=O)c1cccc(C(=O)NCc2ccco2)c1	·	·	-173*	9%	·	1	2%	-0.6%	4%	-9%	-241*
O=C(COC(=O)/C=C/c1ccco1)Nc1ccccc1	4%	-1%	-16	2%	-2	0	5%	0.3%	0%	0%	-1
CCN(CC(=O)Nc1ccc(NC(C)=O)cc1)C(=O)/C=C/c1cn(-c2ccccc2)nc1-c1ccc(C)cc1	0%	3%	·	13%	·	-18	0%	-0.1%	0%	0%	-3
Cc1nn(CC(=O)N2CCCC2)c(=O)c2cc3cc(F)ccc3n12	·	-1%	4	-8%	·	-22	-1%	0.5%	4%	6%	7
COc1ccc(CC(=O)Nc2ccc(S(=O)(=O)Nc3cc(OC)nc(OC)n3)cc2)cc1	-1%	6%	-1	-14%	9	-1	5%	-0.6%	1%	3%	-4
Remaining list, next part.
SMILES	PKM2 activator	GALK inhibitor	KCNH2 3.1 inh	Eya2 phos inh	Coupling enz	Giardia kill	BCR signal inh	B2AR arrestin	USP2a inh	uPA surface inh	hERG WT inh
N/C(=N\OC(=O)c1ccc(Cl)cc1[N+](=O)[O-])c1ccccn1	-7%[11.5 µM]	0%	5	-6%	-4	?	-1%	2.7%	0%	-6%	7
NC(=O)CN1C(=O)C(O)(CC(=O)/C=C\c2ccc3c(c2)OCO3)c2ccccc21 (stereo unspecified)	-3%	1%	1	-7%	1	2	?	0.0%	0%	-20%	-1
Cn1c(=O)c([N+](=O)[O-])c(NCc2ccc3c(c2)OCO3)c2ccccc21	-1%	6%	-15	-3%	-3	-1	?	-0.5%	-1%	-6%	-18
COCCN(CCOC)C(=O)c1ccc(NS(=O)(=O)c2ccc3c(c2)OCCO3)cc1	-7%	8%	3	-7%	·	3	0%	0.4%	-7%	11%	2
CCCCN(CCCC)C(=O)c1cc(Cl)ccc1[N+](=O)[O-]	0%	3%	15	-13%	3	3	3%	2.8%	0%	5%	-15
O=C(c1ccc(N2CCN(CCO)CC2)nc1)N1CCOCC1	11%	1%	-1	3%	-1	-6	10%	-1.7%	1%	-30%	-4
Cc1ccnc2nc(C(=O)OCC(=O)N(Cc3ccccc3)C(C)(C)C)nn12	·	·	2	5%	·	-13	-1%	?	3%	3%	-13
CN(C)c1ccc(C2CC(=O)NC3=C2C(=O)CC(C)(C)C3)cc1 (stereo unspecified)	-1%	7%	-43	-2%	-6	-12	4%	0.2%	0%	-2%	-9
COC(CC(=O)NNC(=S)Nc1ccc(Cl)cc1)OC	·	5%	·	-7%	1	-8	3%	-0.3%	1%	1%	8
COC(=O)C1(C(=O)OC)NOC2C(=O)N(N(C)c3ncc(C(F)(F)F)cc3Cl)C(=O)C21 (stereo unspecified)	1%	-3%	8	10%	-2	2	-1%	0.2%	-1%	3%	-1
COc1ccccc1C(=O)C1CCCN(C(=O)c2cccc(Cn3cccn3)c2)C1 (stereo unspecified)	3%	-1%	17	5%	·	9	6%	-0.3%	0%	-3%	-12
O=c1c(Br)c(N2CCCCC2)cnn1-c1ccccc1	3%	-3%	-5	-17%	-1	11	7%	-0.4%	4%	-8%	8
CS(=O)(=O)NCCNc1ccc(Cl)cc1[N+](=O)[O-]	17%	0%	13	4%	1	-3	?	0.2%	-1%	-7%	-8
CC(Sc1nc(N)cc(N)n1)C(=O)Nc1ccc(N2CCOCC2)cc1 (stereo unspecified)	·	·	-5	-12%	·	-5	?	0.5%	0%	-14%	-7
O=C(COc1cccc(C(F)(F)F)c1)NNC(=O)c1ccc(=O)[nH]c1	·	·	16	3%	·	17	-3%	-0.8%	6%	7%	2
COc1cccc(C(c2sc3ncnn3c2O)N2CCc3ccccc3C2)c1 (stereo unspecified)	-5%	1%	-33	-13%	4	30[activator]	0%	0.5%	1%	2%	-10
O=C(c1ccc(N2CCCC2)c([N+](=O)[O-])c1)N1CCN(S(=O)(=O)c2ccccc2)CC1	·	·	-1	-12%	·	5	-15%	-0.2%	-1%	1%	18
COc1cc(-c2n[nH]c(=S)n2Cc2ccccc2)cc(OC)c1OC	·	-2%	-18	-6%	2	-4	-9%	0.1%	2%	-5%	-2
Cn1c(C=O)c(C#CC(C)(C)O)c2ccccc21	·	·	-20	-1%	·	-16	-4%	0.1%	2%	-4%	5
CC1=CC[C@@]23CCCN2C(=O)CCC[C@H]3C1	·	·	1	-6%	2	29	1%	0.3%	2%	-6%	1
COc1cccc(CNC(=O)C2CCCN(S(C)(=O)=O)C2)c1 (stereo unspecified)	1%	-2%	-4	-9%	7	3	0%	-0.4%	1%	9%	19
COc1ccc(C(=N/O)/C(=N/O)c2ccc(OC)cc2)cc1	0%	-2%	2	12%	2	12	4%	0.0%	-1%	14%	1
COC(=O)[C@@H](Cc1c[nH]c2ccccc12)NC(=O)CCC(=O)c1ccc(Br)cc1	·	1%	-1	11%	-1	-11	3%	-0.8%	2%	-4%	-15
O=C(NNC(=O)c1ccccc1-c1ccccc1C(=O)O)c1cccc([N+](=O)[O-])c1	-1%	0%	-5	-8%	4	-10	2%	-0.6%	3%	9%	0
COc1ccccc1C(=O)NNC(=O)c1csc(N2CCOCC2)n1	·	·	22	-6%	·	2	?	0.0%	1%	-2%	12
CC(C)c1ccccc1	·	·	12	-18%	·	-3	-1%	0.5%	1%	7%	6
